High-throughput results from PubChem BioAssay.
NCI-60 one-dose screen, 48 h, at 10 µM unless noted. Numbers give growth in % (100 = growth as untreated, 0 = no growth, -100 = all killed).
HL-60(TB): HL-60(TB) leukemia cells. AID 1794776. 78,000 tested, 9% active; active means growth percent below 10
The depositor's hits bear a star; & = joins results of further samples. An excerpt; count on the stated rates, not on these rows.

SMILES	HL-60(TB)
CCOC(=O)CCCCN1C(=O)S/C(=C\c2cc(OC)c(OC)c(OC)c2)C1=O	104
CSc1nn2c(-c3ccco3)ccnc2c1C#N	95
COc1ccccc1CNCCCN1C(=O)c2ccc3c4c(ccc(c24)C1=O)C(=O)N(CCCOCCCCOCCCN)C3=O	-50*
COc1cccc(-c2nn(C(C)(C)C)cc2-c2ccnc(NCCCNS(=O)(=O)c3ccccc3)c2)c1	97&96
O=C(Nc1ccccc1)Nc1ccc(NC(=O)c2cc(Cl)nc3ccccc23)cc1	94
NC(N)=Nc1nc2ccccc2[nH]1	89
CC(C)Cn1cnc2c(=S)nc(N)[nH]c21	97
CN1C(=O)/C(=C/c2cn(-c3ccccc3)nc2-c2ccccc2)SC1=S	109
COc1ccc(CN2C(=O)/C(=C\C(=O)c3ccc(OCCN4CCCC4)cc3)c3ccccc32)cc1	4.9*
COc1ccc(-c2nc(SCC(C)C)nc(Nc3ccc(C(=O)O)cc3)c2C#N)cc1	100
COc1ccccc1-c1nc2c(s1)CC[C@@]1(C)C2=CC[C@@H]2[C@@H]1CC[C@]1(C)C(=O)CC[C@@H]21	104
O=C(NC(c1ccccc1)c1ccc2cccnc2c1O)c1ccccc1 (configuration not stated)	103
CCCCCCCCCCCCOC(=O)c1nn(C(C)=O)c2ccccc12	113
COC(=O)c1ccc(NC(=O)CCl)cc1	82
Cc1cc(=O)[nH]c(N2CCCCC2)n1	112
CC(N)C(=O)NO (configuration not stated)	105
C=C1CC[C@@H]2[C@]3(C)COC(c4ccccc4)O[C@@H]3CC[C@@]2(C)[C@@H]1CC(O)C1=CCOC1=O (some centres not stated)	85
CCCCC(=O)c1ccccc1	97
C#CC(c1ccccc1)(c1ccccc1)n1ccnc1	55
COc1ccc2nc(-c3ccc(OC)c(OC)c3)cc(-c3nnc(SCC(=O)Nc4ccc(/C(C)=N\O)cc4)n3-c3ccccc3)c2c1	26
CSc1ccncc1C(O)c1cccc(C(F)(F)F)c1 (configuration not stated)	111
NCCCc1nn2c(CCC(=O)c3nc4ncccc4[nH]3)nnc2s1	92
CC(C)=CCC/C(C)=C/CC/C(C)=C/CC/C=C(\C)CC/C=C(\C)CCC(=O)Nc1ccn(C2OC(CO)C(O)C2(F)F)c(=O)n1 (configuration not stated)	-21*
C=C(C)[C@@H]1CC[C@]2(C(=O)N3CCNCC3)CC[C@]3(C)[C@H](CC[C@@H]4[C@@]5(C)C/C(=C/c6ccncc6)C(=O)C(C)(C)[C@@H]5CC[C@]43C)[C@@H]12	100
Cc1ccc(S(=O)(=O)Oc2ccc3sc4cccc(NCCN(C)C)c4c(=O)c3c2)cc1	-64*
CC(C)S(=O)(=O)c1oc(-c2cccs2)nc1S(=O)(=O)c1ccccc1	95
N#C/C(=C\c1ccc(-c2cccc(C(F)(F)F)c2)o1)c1ccccc1	96
COc1ccc(-c2ccc3c(cnn3C(=O)c3cc(OC)c(OC)c(OC)c3)c2)cc1	46
N#Cc1c(-c2cccc(Cl)c2Cl)cc(-c2ccc3ccccc3c2)[nH]c1=O	84
CCCCCCCCCCCC(=O)N(C)C	99
COC(=O)c1ccc(SCCCN2CCOCC2)cc1	83
CCOC(=O)/C(C#N)=C1/NNC(=Nc2cccnc2)S1	102
O=C(O)c1ccc(Cn2c(=O)[nH]c(=O)n(Cc3ccc(Cl)cc3)c2=O)cc1	93
CC(C)C[C@H](NC(=O)Cn1ccc(Nc2ccccc2)cc1=O)B(O)O	2.1*
S=c1oc(-c2cc(Cl)cc(Cl)c2Cl)nn1CNc1cccc(Cl)c1Cl	86
Nc1ccccc1C(=O)NC1C(=O)Nc2ccccc21 (configuration not stated)	123
Cc1ccc(S(=O)(=O)OCCCCCCCCCCOS(=O)(=O)c2ccc(C)cc2)cc1	86
CCOC(=O)CP(=S)(S)c1ccccc1 (configuration not stated)	98
Cc1ccc(S(=O)(=O)CCOC(=O)CNC(=O)OCc2ccccc2)cc1	96
C=CCN1[C@@H]2CC3CN4C(=O)C(=O)N5c6cccc7c6[C@](O)(CCC7)[C@H]2[C@@]45[C@]31C(=O)OCC (some centres not stated)	88
O=C(c1ccc(-c2nc(CSc3nc4ccccc4s3)no2)cc1)N1CCC(F)(F)CC1	80
COc1cc(C2=NN(c3ccccc3)C(c3cccc(Nc4ccnc5cc(C(F)(F)F)ccc45)c3)C2)cc(OC)c1OC (configuration not stated)	95
C=CCOC(=O)c1ccc(Cl)cc1	103
Cc1c(C)c2c(c(C)c1NC(=O)c1ccccc1C(=O)O)CCC(C)(CCCC(C)CCCC(C)CCCC(C)C)O2 (configuration not stated)	47
CCCN(CCC)C(=O)C(C)C	100
CC1CN2COC(=S)SSSSC(=S)OCN3CC(C)N(COC(=S)SSSSC(=S)OCN1CC2C)CC3C (configuration not stated)	101
O=c1[nH][nH]c2c([N+](=O)[O-])ccc(F)c12	119
Cc1cc2ccccc2cc1C(=O)c1ccccc1	90
NS(=O)(=O)c1ccc(-n2cc(CN3CCCCC3)nn2)cc1	101
COc1cc(C2CC(=O)Nc3c(-c4ccc(F)cc4)csc32)cc(OC)c1OC (configuration not stated)	82

(listing goes on)
SMILES	HL-60(TB)
COc1ccc2c(c1)c(-c1ccc(-c3cn(C)c4ccc(OC)cc34)[nH]1)cn2C	-25*
O=C(Cn1nnnc1C(=O)c1ccccc1)c1ccc(Br)cc1	99
COc1ccc(NC(=O)Cn2c(=O)c3ccccc3c(=O)n2-c2ccccc2)cc1	88
COc1ccc2nc(Cl)c(-c3nnc(-c4ccccc4Cl)o3)nc2c1	97
COc1ccc(-c2nc3sc(-c4cc(OC)c(OC)c(OC)c4)nn3c2/C=C2/C(=O)Nc3ccc(F)cc32)cc1	36
COc1ccc(C2CC(c3ccc(Nc4nc(NCCO)nc(Nc5ccc(Cl)cc5)n4)cc3)=Nc3c(N)nc(N)nc3N2)cc1 (configuration not stated)	37
CCOC(=O)c1ccc(-n2nc(C(=O)NCC(=O)O)nc2-c2ccccc2)cc1	104
CCOC(=O)C1=C(C)O/C(=C/c2ccccc2)C1=O	104
O=C(c1ccccc1)c1ccc(O)cc1	92
O=C(Nc1cccc2c(NC(=O)N3CCCCC3)cccc12)N1CCCCC1	159
CC(=S)N/C=C(\C#N)S(=O)(=O)c1ccc(C)cc1	102
CC1Cc2cc(F)ccc2-n2cccc21 (configuration not stated)	111
CC(C)(C)[Si](C)(C)OC1[C@@H](COC(N)=O)O[C@@H](n2cnc3c(N)ncnc32)[C@H]1O[Si](C)(C)C(C)(C)C (some centres not stated)	-18*
CCN(CC)CCSCCCNc1c(C)cnc2cc(Cl)ccc12	69
Nc1cc(Cl)cc2c1-c1ccc(Cl)cc1C2	94
CC(=O)N1CCN(c2cc3c(cc2F)c(=O)c(C(=O)NC2[C@H](O)OC(CO)[C@@H](O)[C@@H]2O)cn3C2CC2)CC1 (some centres not stated)	101
CCOC(=O)C1=C(CC(O)c2ccc(OC)cc2OC)NC(=O)NC1c1ccccc1 (configuration not stated)	-34*
CNC(=O)c1cc(Oc2cccc3nc(Nc4ccc(F)c(Cl)c4)ccc23)ccn1	31
COc1ccc(/C=C(\c2cc(OC)c(OC)c(OC)c2)c2nnc(-c3ccc(OC)cc3)o2)cc1	74
S=c1nc(-c2ccc(Cl)cc2)cc(-c2ccco2)[nH]1	19
O=Cc1c2ccccc2cc2ccccc12	96
Cc1ccc(/C=C/C(=O)c2ccc(-c3cc4ccccc4oc3=O)nc2C)o1	94
COc1ccc(-c2nc(SCC(C)C)nc(Nc3ccc(/C(C)=N\NC(N)=S)cc3)c2C#N)cc1	71
CO[C@H]1/C=C/O[C@@]2(C)Oc3c(C)c(O)c4c(O)c(c(/C=N/N5C(C)CN(Cc6ccccc6)CC5C)c(O)c4c3C2=O)NC(=O)/C(C)=C\C=C\[C@H](C)[C@H](O)[C@@H](C)[C@@H](O)[C@@H](C)[C@H](OC(C)=O)[C@@H]1C (some centres not stated)	161
CCCC(=O)Oc1ccc(C2CCCCC2)cc1	99
Brc1cnc[nH]1	120
COc1cccc(NC(=O)Nc2ccc(Nc3ncnc4sc5c(c34)CCCC5)cc2)c1	91
COC1OC(O)C(NC(=O)C(F)(F)F)CC1O (configuration not stated)	89
CC1C(=O)OC2C1CCC1(C)C3(C)C(=O)C=CC213 (configuration not stated)	59
CCOP(=O)(OCC)c1nc(-c2ccccc2)oc1NCCC(=O)O	98
CCC(=O)Cc1cccnc1	92
CCn1nccc1-c1ccc2c(c1)COC2(CCCN(C)C)c1ccc(F)cc1 (configuration not stated)	87
CCOC(=O)N[C@H]1CCc2c(Br)c(OC)c(OC)c(OC)c2-c2ccc(SC)c(=O)cc21	-40*
COc1ccc2nc(C)cc(Nc3ccc(Cl)cc3)c2c1	96
COc1cc2c3c(c1OC)-c1ccccc1CC3OCC2 (configuration not stated)	89
Cc1ccc(N)cc1N	112
CC(Br)C(OC(=O)c1ccccc1Cl)c1cc2c(cc1Br)OCO2 (configuration not stated)	103
O=C(CC1C(=O)c2ccccc2C1=C1C(=O)c2ccccc2C1=O)c1ccccc1 (configuration not stated)	95
Cc1nn(-c2ccccc2)c(N(C)Cc2ccccc2)c1C1CC(c2ccc(F)cc2)=NN1c1cc(Cl)cc(Cl)c1 (configuration not stated)	107
Cc1sc2nc(N3CCN(C)CC3)[nH]c(=O)c2c1C	92

Already shown: an excerpt of the list.
SMILES	HL-60(TB)
CCOC(=O)CCCCN1C(=O)S/C(=C\c2cc(OC)c(OC)c(OC)c2)C1=O	104
CSc1nn2c(-c3ccco3)ccnc2c1C#N	95
COc1ccccc1CNCCCN1C(=O)c2ccc3c4c(ccc(c24)C1=O)C(=O)N(CCCOCCCCOCCCN)C3=O	-50*
COc1cccc(-c2nn(C(C)(C)C)cc2-c2ccnc(NCCCNS(=O)(=O)c3ccccc3)c2)c1	97&96
O=C(Nc1ccccc1)Nc1ccc(NC(=O)c2cc(Cl)nc3ccccc23)cc1	94
NC(N)=Nc1nc2ccccc2[nH]1	89
CC(C)Cn1cnc2c(=S)nc(N)[nH]c21	97
CN1C(=O)/C(=C/c2cn(-c3ccccc3)nc2-c2ccccc2)SC1=S	109
COc1ccc(CN2C(=O)/C(=C\C(=O)c3ccc(OCCN4CCCC4)cc3)c3ccccc32)cc1	4.9*
COc1ccc(-c2nc(SCC(C)C)nc(Nc3ccc(C(=O)O)cc3)c2C#N)cc1	100
COc1ccccc1-c1nc2c(s1)CC[C@@]1(C)C2=CC[C@@H]2[C@@H]1CC[C@]1(C)C(=O)CC[C@@H]21	104
O=C(NC(c1ccccc1)c1ccc2cccnc2c1O)c1ccccc1 (configuration not stated)	103
CCCCCCCCCCCCOC(=O)c1nn(C(C)=O)c2ccccc12	113
COC(=O)c1ccc(NC(=O)CCl)cc1	82
Cc1cc(=O)[nH]c(N2CCCCC2)n1	112
CC(N)C(=O)NO (configuration not stated)	105
C=C1CC[C@@H]2[C@]3(C)COC(c4ccccc4)O[C@@H]3CC[C@@]2(C)[C@@H]1CC(O)C1=CCOC1=O (some centres not stated)	85
CCCCC(=O)c1ccccc1	97

(further entries)
SMILES	HL-60(TB)
Clc1ccc(CSc2nnc(-c3cccs3)n2-c2ccccc2)cc1	66
CCOC(=O)Cc1csc(NC(=O)c2cccnc2)n1	90
C=C(C)[C@@H]1CC[C@]2(C(=O)NCc3ccc(OCc4cn(-c5ccc([N+](=O)[O-])cc5)nn4)c(CC)c3)CC[C@]3(C)C(CCC4[C@@]5(C)CCC(OC(C)=O)C(C)(C)C5CC[C@]43C)C12 (some centres not stated)	102
C#CCOc1ccccc1C(OC(=O)c1cccc(OC)c1)C(=O)NC(C)(C)C(C)(C)C (configuration not stated)	101
O=C(c1ccc(O)cc1)C1[C@H](c2ccccc2Br)[C@@H](c2ccccc2)NC12C(=O)Nc1ccccc12 (some centres not stated)	20
O=C(/C=C/c1ccc(Cl)cc1)c1ccc(Br)cc1	81
CC1(C)C(=O)CC[C@]2(C)[C@H]3CC=C4[C@@H]5C[C@@](C)(c6nnc(-c7ccncc7)o6)CC[C@]5(C)CC[C@@]4(C)[C@]3(C)CC[C@@H]12	103
O=c1nc2[nH]c3ccc(F)cc3c2n[nH]1	100
COc1cc2c(cc1-c1c(C)noc1C)ncc1nc(C3CCCCC3)n([C@H](C)COC(F)F)c12	31
CCC(C(N)=O)c1ccccc1 (configuration not stated)	103
Cc1ccc2c(c1)nc1c3ccccc3nc(-c3ccccc3N)n21	130
O=C1C=C2c3ccccc3CC(C(=O)O)C2CC1 (configuration not stated)	80
CC(C)C1=NOC(=O)C1=Cc1cn(-c2ccccc2)nc1-c1ccc(Br)cc1	-29*
CC(C)(C)c1ccc(C(=O)Nc2nc3ccccc3s2)cc1	81
COc1cc2oc(-c3ccc(NC(=O)c4ccc(C)cc4)cc3)cc(=O)c2c(OC)c1OC	98
O=C1CCC(Nc2ccc([N+](=O)[O-])cc2)N1 (configuration not stated)	95
O=C(c1cc(-c2cccnc2)nc2ccccc12)N1CCCCC1	107
Fc1cccc(COc2cccnc2NC(=S)Nc2cccc(Cl)c2)c1	81
C=CC(=O)Nc1ccc(Oc2nccc(Nc3nnc(-c4ccc(Br)cc4)s3)n2)cc1	121
Cc1nc(N)c(Br)c(C)c1Br	102
COc1cccc(-c2nc3sccn3c2-c2ccnc(NCCCNS(=O)(=O)c3ccc(Cl)cc3)c2)c1	27
O=C(Nc1ccc([N+](=O)[O-])cc1)C(=O)Nc1ccc([N+](=O)[O-])cc1	118
CCOS(=O)(=O)c1c(C(C)C)cc(C(C)C)cc1C(C)C	89
N#Cc1ccc2c(c1)Oc1ccccc1C1=NCCN12	99
Cc1ccc2c(ccc3c[n+]4c5ccccc5ccc4n32)c1	2.6*
CO[C@@H]1[C@@H](OC)N(C(=O)c2ccccc2)C(=O)N1C(=O)c1ccccc1	84
CC(=O)Oc1ccc(/C(C)=N/NC(=O)C(C)SC(C)C(=O)N/N=C(\C)c2ccc(OC(C)=O)cc2)cc1 (configuration not stated)	91
NC(=O)c1cccc(NC(=O)c2ccco2)c1	100
Cc1cc[n+](CCCC[n+]2ccc(C)cc2)cc1	94
N=C(N)N=Nc1cc(O)c(NN=C(N)N)cc1O	95
C=C(C)[C@@H]1CC[C@]2(C(=O)OC)CC[C@]3(C)[C@H](CC[C@@H]4[C@@]5(C)C/C(=C/c6ccccc6)C(=O)C(C)(C)[C@@H]5CC[C@]43C)[C@@H]12	95
O=C(O)c1cc2c(cc1Br)OCO2	106
